Bioassay records: PubChem, Sanford-Burnham Center for Chemical Genomics
SENP1 inh: human SENP1 catalytic domain inhibitors, primary screen, biochemical, FRET, uHTS; 0.21% of 360,000 active; recombinant SENP1 catalytic domain, CyPet-SUMO1-YPet FRET cleavage; Sentrin-specific protease 1 (Homo sapiens), Q9P0U3; inhibition, % at 10 µM; AID 624204, 2012;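 active = inhibition at least 30% at 10 µM, raw YFP signal under a set limit, fluorescence ratio 0.5 to 1.5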;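 also: 0% = enzyme with DMSO and 100% = no enzyme wells; some results filed as inactive read as strong as hits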
Target sequence (Q9P0U3 419-644 limits assumed): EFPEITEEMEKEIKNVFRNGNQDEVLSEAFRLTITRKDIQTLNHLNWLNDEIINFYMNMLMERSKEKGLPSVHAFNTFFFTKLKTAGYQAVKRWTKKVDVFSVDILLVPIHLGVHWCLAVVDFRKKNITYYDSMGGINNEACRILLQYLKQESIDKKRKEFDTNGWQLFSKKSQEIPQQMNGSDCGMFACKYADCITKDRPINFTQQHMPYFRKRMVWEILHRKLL
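Assay system: hSENP1 catalytic domain, recombinant. Amount: SENP1 enzyme, 20 pM final. Schedule: 50 min reaction, RT, dark. Technique: FRET, CFP and YFP emission. Control set: no-enzyme wells low, DMSO-plus-enzyme wells high control.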
Apaf-1 inh: inhibitors of human Apaf-1 apoptosome, primary screen, biochemical, DEVD-Rh110 fluorescence, uHTS | Apoptotic protease-activating factor 1 (Homo sapiens), O14727 | reconstituted apoptosome caspase-3 activity | inhibition, % at 20 µM | 0.71% of 330,000 active; active = inhibition of at least 40% at 20 µM;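 also: plate controls were DMSO wells for no effect and DEVD-CHO caspase inhibitor wells for full effect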
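Medium: Hepes buffer, pH 7.5 / System: biochemical Apaf-1 apoptosome reconstitution / Measured by: Rh110 fluorescence, excitation 480 nm, emission 540 nm / Times: compound with Apaf-1, dATP, procaspase-3 30 min, then 50 min reaction, room temperature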
HKDC1 inhibitor: HKDC1 hexokinase inhibitors, primary screen, biochemical, fluorescence, uHTS | inhibition, % at 20 µM | Q2TB90 | 0.16% of 340,000 active | recombinant HKDC1, G6PDH/diaphorase resazurin coupled fluorescence;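 active = inhibition above about 35% when tested at 20 µM, limit read from the data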;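 also: plate controls were DMSO wells with enzyme for no effect and DMSO wells lacking enzyme for full effect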
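Material – in-house recombinant HK5 (HKDC1) enzyme · Quantity – HKDC1 at 5 µg/mL · Buffer or medium – pH 8.0 Tris buffer with 10 mM MgCl2 · Reagent – glucose with 1 mM ATP · Dosing – single 20 µM dose · Times – reaction time 90 min, room temperature, protected from light · Technique – resorufin fluorescence at 613 nm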
SENP6 block: SENP6 protease inhibitors, primary screen, biochemical, luminescence, uHTS | inhibition, % at 10 µM | Sentrin-specific protease 6 (Homo sapiens), Q9GZR1 | Recombinant SENP6 catalytic domain, aminoluciferin luminescence | 1.8% of 330,000 active;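 active = inhibition above about 50% at the single tested dose, limit read from the data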;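 also: plate controls were DMSO wells with enzyme for no effect and DMSO wells lacking enzyme for full effect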
Target sequence (Q9GZR1 628-1112 limits assumed): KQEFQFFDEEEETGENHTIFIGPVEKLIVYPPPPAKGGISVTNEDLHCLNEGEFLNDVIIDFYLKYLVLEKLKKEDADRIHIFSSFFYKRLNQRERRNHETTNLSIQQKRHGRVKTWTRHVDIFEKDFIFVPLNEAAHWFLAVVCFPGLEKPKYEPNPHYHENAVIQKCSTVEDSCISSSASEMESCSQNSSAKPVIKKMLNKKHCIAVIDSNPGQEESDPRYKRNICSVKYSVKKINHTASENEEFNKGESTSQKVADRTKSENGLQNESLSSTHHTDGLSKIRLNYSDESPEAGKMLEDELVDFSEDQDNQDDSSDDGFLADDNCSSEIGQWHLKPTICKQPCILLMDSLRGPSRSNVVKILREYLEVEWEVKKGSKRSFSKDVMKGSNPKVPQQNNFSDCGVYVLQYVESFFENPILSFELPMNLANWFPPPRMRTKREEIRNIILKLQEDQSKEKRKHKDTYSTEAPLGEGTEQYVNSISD
SENP7 inh: SENP7 protease inhibitors, primary screen, biochemical, luminescence, uHTS. recombinant SENP7, Z-RLRGG-aminoluciferin luminescence, 40 min. inhibition, % at 5 µM. 1.5% of 330,000 active;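 active = inhibition above about 50% at the single test dose, limit read from the data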;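 also: plate controls were DMSO with enzyme for no effect and no enzyme buffer wells for full effect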
SENP8 block-1: human SENP8 protease inhibitors, primary screen, biochemical, fluorescence, Nedd8 protein substrate, uHTS. Sentrin-specific protease 8 (Homo sapiens), Q96LD8. 0.64% of 360,000 active. inhibition, % at 20 µM. AID 602440, 2012. recombinant SENP8; in the data active = inhibition mostly above about 40%, no sharp cut-off; inactive = mostly below about 27%
Target sequence (Q96LD8 whole entry, looked up): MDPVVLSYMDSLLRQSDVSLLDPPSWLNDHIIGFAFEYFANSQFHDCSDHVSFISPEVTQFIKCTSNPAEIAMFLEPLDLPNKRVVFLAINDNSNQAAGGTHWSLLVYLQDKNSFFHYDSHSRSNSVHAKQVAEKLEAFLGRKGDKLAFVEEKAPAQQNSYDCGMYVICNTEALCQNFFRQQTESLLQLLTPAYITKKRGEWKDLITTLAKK
PfG6PD inh: PfG6PD enzyme inhibitors, primary screen, biochemical, fluorescence intensity, uHTS; glucose-6-phosphate dehydrogenase-6-phosphogluconolactonase (Plasmodium falciparum 3D7); PfGluPho enzyme, NADPH resazurin-diaphorase fluorescence; inhibition, % at 20 µM; 0.78% of 350,000 active; AID 504690, 2011;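 active = inhibition reaching at least a set limit at 20 µM in the primary screen, cut at about 59% in these data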;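 also: 0% = DMSO wells with substrate and 100% = DMSO wells lacking glucose-6-phosphate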
SENP8 block-2: SENP8 protease inhibitors, primary screen, biochemical, luminescence | 1.2% of 330,000 active | purified SENP8, Z-RLRGG-aminoluciferin cleavage | inhibition, % at 10 µM | Sentrin-specific protease 8 (Homo sapiens), Q96LD8 | AID 2540, 2010; in the data active = inhibition above about 50%
Starred values were filed as active, the others as inactive; nt = not tested or not shown.

SMILES | SENP1 inh | Apaf-1 inh | HKDC1 inhibitor | SENP6 block | SENP7 inh | SENP8 block-1 | PfG6PD inh | SENP8 block-2
O=C1CC(c2c[nH]c3ccccc23)C(=O)N1c1ccccc1 (stereo not drawn) | 8 | -3 | 0 | 2 | 9 | 14 | 1 | 0
O=C(CN(Cc1ccccc1F)C(=O)Cn1nnc(-c2cccs2)n1)NCC1CCCO1 (stereo not drawn) | 4 | 5 | -5 | -34 | 0 | -10 | -10 | -5
Cc1cc(C)c(CN2CCN(C(=O)Cn3cnc4c(NCc5ccccc5)ncnc43)CC2)c(C)c1 | -1 | 31 | -3 | nt | 8 | 13 | 13 | nt
CCCCN1C(Nc2ccccc2)=NC[C@@H]1Cc1ccccc1 | -2 | -6 | -1 | -1 | -1 | 14 | -11 | 4
CC(C)OCCCNCc1cccs1 | -1 | -5 | -10 | -12 | 10 | 8 | -24 | 5
O=C(CCNS(=O)(=O)c1ccccc1C(F)(F)F)NNC(=O)C1COc2ccccc2O1 (stereo not drawn) | 2 | 3 | -3 | -1 | -1 | 6 | -1 | 3
COc1cc2c(cc1OC)C(c1ccccc1Br)NC(=O)C2 (stereo not drawn) | 0 | -13 | -4 | 0 | 4 | 13 | -9 | -8
NS(=O)(=O)c1ccc(-c2ccc(C=NC3CCS(=O)(=O)C3)o2)cc1 (stereo not drawn) | -9 | -10 | -4 | -4 | -1 | -116 | 11 | -3
CC(=O)N1c2ccc(S(=O)(=O)NCCC(=O)NCc3ccc(F)cc3)cc2CC1C (stereo not drawn) | 0 | -6 | -6 | -5 | -4 | 2 | 5 | 3
CC1CC(C)CN(CCCNC(=O)CN2C(=O)COc3ccc(S(=O)(=O)N4CCOCC4)cc32)C1 (stereo not drawn) | 0 | -3 | -5 | 3 | -6 | 7 | 3 | -1
CN(CCO)c1nc(NCc2ccccc2)c2cnn(C)c2n1 | 1 | 1 | 2 | -11 | -9 | -9 | 23 | -3
Cc1ccccc1OS(=O)(=O)c1cn(C)c(=O)n(C)c1=O | 1 | -16 | 2 | -2 | 1 | 32 | -9 | -6
O=C1C(=O)N(c2cccc(Cl)c2)C(c2ccccc2[N+](=O)[O-])/C1=C(\O)c1ccccc1 (stereo not drawn) | -80 | -13 | -3 | 38 | 6 | -2 | 34 | 7
COc1ccc(S(=O)(=O)n2cccc2)c(OC)c1 | 0 | 2 | 2 | -10 | -1 | -14 | 27 | 1
CCN(CC)S(=O)(=O)c1cccc(C(=O)NC2CCCCC2)c1 | 1 | -4 | -4 | -14 | 2 | 12 | -2 | -2
NC(=O)C1CCCN(C(=O)c2cccc(NC(=O)c3cccs3)c2)C1 (stereo not drawn) | 1 | -4 | -5 | -8 | -3 | 4 | 1 | 6
COc1ccccc1Nc1nn2c(=O)c3ccc(C(=O)N4CCCC(C)C4)cc3nc2s1 (stereo not drawn) | 1 | 21 | 15 | -19 | 4 | -187 | 6 | 2
S=C(NCc1ccco1)N1CCOCC1 | -1 | 5 | -8 | -11 | -7 | 7 | -10 | -9
Cc1ccc(Nc2c([N+](=O)[O-])cc(C(=O)N3CC(=O)Nc4ccccc43)cc2[N+](=O)[O-])c(C)c1 | 4 | 21 | 0 | 0 | -1 | 28 | 3 | 2
COc1ccc(NC(=O)OCCN2CCN(Cc3ccccc3)CCC2=O)cc1 | 0 | 3 | 2 | -26 | -5 | 11 | -3 | -10
O=[N+]([O-])c1ccc(/C=N/NS(=O)(=O)c2ccc(Cl)cc2)o1 | -1 | nt | -1 | nt | nt | 34 | 7 | nt
CC(=O)C1C(=O)CC(C)(O)C(C(C)=O)C1c1ccc(N(C)C)cc1 (stereo not drawn) | -1 | 7 | 4 | -2 | 5 | 22 | 9 | -4
O=C(COC(=O)Cc1ccsc1)Nc1ccc(Cl)cc1F | 5 | 9 | -6 | 11 | 3 | 6 | -2 | 10
CC(=O)NCc1ccc(C(=O)CN2C(=O)NC3(CCCCC3C)C2=O)s1 (stereo not drawn) | 0 | -14 | -3 | -3 | -7 | -1 | 4 | -6
[O-]C1=N/[N+](=C/c2ccc(Cl)c(Cl)c2)CC1 | 1 | -6 | -6 | 15 | 0 | 21 | 7 | -3
Later entries
SMILES | SENP1 inh | Apaf-1 inh | HKDC1 inhibitor | SENP6 block | SENP7 inh | SENP8 block-1 | PfG6PD inh | SENP8 block-2
CCCCc1cc(=O)oc2cc(C)cc(OCC(=O)NCc3ccncc3)c12 | -6 | 20 | 4 | 13 | 2 | -207 | -6 | 5
Cc1onc(-c2ccccc2)c1C(=O)NCc1ccccn1 | 0 | 6 | -1 | -1 | 1 | 18 | 1 | -2
CCC(=O)N1CCC2(CC1)Oc1ccc(Cl)cc1C(=O)C21CC(c2ccc(Cl)cc2)=NO1 (stereo not drawn) | 1 | 19 | 3 | -40 | 6 | 2 | 8 | -18
NC(=O)CSc1nccn1Cc1ccc2c(c1)OCO2 | 2 | 2 | -6 | -3 | 5 | 18 | 7 | -2
C=CCSc1nc2c(c(=O)[nH]c(=O)n2C)n1C(C)C | 1 | -2 | -4 | 2 | -4 | 24 | 46 | 13
COc1ccc(C2(C)NC(=O)N(CC(=O)c3ccc4c(c3)OCO4)C2=O)cc1 (stereo not drawn) | -2 | 5 | 2 | -5 | 2 | -8 | 9 | 6
O=C(CCNC(=O)c1ccco1)Nc1ccc(Cl)cc1 | 0 | -1 | -6 | -27 | 1 | 6 | -14 | -9
CC(Cc1ccccc1)C(=O)NCCO (stereo not drawn) | -1 | -4 | -5 | -13 | -1 | 14 | 6 | -4
CCCCC1NC(C(=O)O)CS1 (stereo not drawn) | 3 | -10 | -10 | -12 | -1 | 8 | -1 | -4
COc1ccccc1NC(=O)c1ccc(CSc2ncccn2)cc1 | nt | 16 | nt | 26 | 24 | nt | nt | 8
N#Cc1ccc(CSCC(=O)NN=C2CCCC2)cc1 | 1 | -3 | -12 | -13 | 2 | 1 | 10 | 3
Cc1cc(S(=O)(=O)N2CCN(c3ccc(F)cc3)CC2)ccc1-n1cnnn1 | 2 | 7 | 3 | -6 | 15 | 2 | -11 | 0
CC(C)c1ccccc1OCCNS(C)(=O)=O | 0 | -7 | 2 | -9 | -3 | 14 | 6 | -1
CC1(C)CC(=O)C2=C(C1)OC(N)=C(C#N)C2c1ccc[nH]1 (stereo not drawn) | -9 | 12 | -12 | -4 | -2 | -5 | 4 | -10
COc1cc(OC)cc(C(=O)N/N=C/c2ccc(OC)c(COc3ccc4ccccc4c3)c2)c1 | -5 | 20 | 5 | 1 | -12 | -19 | -15 | -12
COc1ccc(OC)c(/C=N/NC(=O)c2ccc3nc[nH]c3c2)c1 | -137 | -13 | -5 | -4 | -4 | -428 | -7 | -3
COC(=O)C1CC(=O)N(c2ccc(OCc3ccccc3Cl)cc2)C1 (stereo not drawn) | 2 | 11 | -1 | -10 | -3 | 18 | -12 | -2
Cc1ccc(S(=O)(=O)N2CCOCC2)cc1C(=O)OC(C)C(=O)c1ccccc1 (stereo not drawn) | 3 | 15 | 2 | -12 | -7 | 12 | 6 | 1
O=C(NCc1ccccn1)C1C2C=CC(C2)C1C(=O)Nc1ccc(F)cc1 (stereo not drawn) | 0 | -7 | -6 | -14 | 2 | 32 | 1 | 4
Cc1ccc(NC(=O)C(C)c2cccc(C(=O)c3ccccc3)c2)cc1 (stereo not drawn) | -2 | -11 | -7 | -10 | -6 | 7 | 36 | 2
Cc1ccc(NS(=O)(=O)c2ccc(NC(=O)c3ccc(-c4ccccc4)cc3)cc2)c(C)c1 | 1 | -7 | -3 | 7 | 3 | -2 | -8 | 1
CCn1c(=S)sc2c(=O)n(CC(=O)Nc3ccccc3OC)c(C)nc21 | 2 | 10 | -2 | 4 | -13 | 9 | -3 | -9
Cc1ccc(C(=O)NCCc2cccc(Cl)c2)cc1[N+](=O)[O-] | 1 | 3 | -12 | -1 | 6 | 18 | 16 | 1
COc1ccc(NC(=O)Cn2nnc(C(=O)Nc3ccc(F)c(Cl)c3)c2N)cc1 | 4 | -4 | -5 | -8 | -8 | 10 | -16 | -13
COc1cccc(NC(=O)CSc2nnc(Cc3cccn3C)n2-c2ccc(F)cc2)c1 | 0 | 4 | 7 | 0 | -7 | 1 | -13 | 3
Further structures.
SMILES | SENP1 inh | Apaf-1 inh | HKDC1 inhibitor | SENP6 block | SENP7 inh | SENP8 block-1 | PfG6PD inh | SENP8 block-2
CCN(C(=O)Nc1cccc(Cl)c1)c1ccccc1 | 0 | -7 | -3 | 12 | -5 | 9 | -1 | -4
CCC1(NC(C)=O)CC2CC1CC2NC(C)=O (stereo not drawn) | 3 | -21 | -8 | 3 | 5 | 5 | 0 | 7
CCc1cccc(C)c1NC(=O)CC1Oc2ccc(C)cc2NC1=O (stereo not drawn) | 4 | 10 | -4 | -32 | -7 | 8 | 2 | -14
Cc1ccc(C(=O)Nc2ncc(Cc3ccc(F)cc3)s2)o1 | -2 | 21 | 2 | 42 | 36 | -5 | 3 | 4
O=C(Nc1nccs1)c1cccc(S(=O)(=O)N2CCOCC2)c1 | 3 | 5 | 4 | 6 | 5 | 17 | -6 | 1
CN(Cc1ccccc1)C(=O)COc1cc(=O)n(C)c2ccccc12 | 0 | 6 | -4 | 0 | 5 | -5 | 12 | 1
Oc1c(Cl)cc(Cl)c2cccnc12 | 3 | nt | -4 | nt | nt | 25 | 1 | nt

In the list so far, these have fluorine:
SMILES | SENP1 inh | Apaf-1 inh | HKDC1 inhibitor | SENP6 block | SENP7 inh | SENP8 block-1 | PfG6PD inh | SENP8 block-2
O=C(CN(Cc1ccccc1F)C(=O)Cn1nnc(-c2cccs2)n1)NCC1CCCO1 (stereo not drawn) | 4 | 5 | -5 | -34 | 0 | -10 | -10 | -5
O=C(CCNS(=O)(=O)c1ccccc1C(F)(F)F)NNC(=O)C1COc2ccccc2O1 (stereo not drawn) | 2 | 3 | -3 | -1 | -1 | 6 | -1 | 3
CC(=O)N1c2ccc(S(=O)(=O)NCCC(=O)NCc3ccc(F)cc3)cc2CC1C (stereo not drawn) | 0 | -6 | -6 | -5 | -4 | 2 | 5 | 3
O=C(COC(=O)Cc1ccsc1)Nc1ccc(Cl)cc1F | 5 | 9 | -6 | 11 | 3 | 6 | -2 | 10
Cc1cc(S(=O)(=O)N2CCN(c3ccc(F)cc3)CC2)ccc1-n1cnnn1 | 2 | 7 | 3 | -6 | 15 | 2 | -11 | 0
O=C(NCc1ccccn1)C1C2C=CC(C2)C1C(=O)Nc1ccc(F)cc1 (stereo not drawn) | 0 | -7 | -6 | -14 | 2 | 32 | 1 | 4
COc1ccc(NC(=O)Cn2nnc(C(=O)Nc3ccc(F)c(Cl)c3)c2N)cc1 | 4 | -4 | -5 | -8 | -8 | 10 | -16 | -13
COc1cccc(NC(=O)CSc2nnc(Cc3cccn3C)n2-c2ccc(F)cc2)c1 | 0 | 4 | 7 | 0 | -7 | 1 | -13 | 3
Cc1ccc(C(=O)Nc2ncc(Cc3ccc(F)cc3)s2)o1 | -2 | 21 | 2 | 42 | 36 | -5 | 3 | 4
